Source: PubChem
Lipid storage S3 – qHTS Assay for Lipid Storage Modulators in Drosophila S3 Cells | lipid storage change, negative = inhibition, % at the top dose, mostly 46.1 µM; hits show Potency in µM | AID 2685 | Drosophila S3 cells, BODIPY lipid droplet fluorescence, 18-24 h; cells fed with added oleic acid | hit rate 0.64% among 320,000; active = well fitted inhibition curve with a large enough effect in the signal ratio, with a control signal flat, not every such curve was filed as active; inconclusive = small, poorly fitted or top-dose-only effect, or effect the other way, or a change in a side signal; the % refers to the signal ratio
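Laser-scanning cytometry quantifies lipid droplet accumulation (500–530 nm total intensity; droplet/cell object ratio) in oleic acid-fed (400 uM added) Drosophila S3 cells treated with a concentration series. 20 uM Triacsin C defined 100% inhibition.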
Lipid storage S3 cell count max – recorded beside Lipid storage S3, whose call it bears; cell number change, %; measured here: cell count max response;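 cells counted by Cell Tracker Red CMTPX staining in the red channel; peak over a dose series mostly up to 46.1 µM; percent activity relative to internal control wells on each plate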
An asterisk follows results filed as active; i = inactive; ? = inconclusive; · = not tested or not shown. % is scaled to controls: 0 for no effect and ±100 for the full control effect; potency is read from the fitted curve at half-maximal effect.

SMILES	Lipid storage S3	Lipid storage S3 cell count max
O=C(NCc1ccncc1)c1cc2ccccc2nc1Cl	?	·
O=C(Nc1ccc(NC(=O)C23CC4CC(CC(C4)C2)C3)cn1)c1ccco1	-6%	-2
COc1ccc(CN(CCCN2CCOCC2)C(=O)Nc2cccc(Cl)c2)cc1OC	?	·
COc1ccc(C(=O)N(Cc2ccco2)C(C(=O)NC2CCCC2)c2ccc(O)cc2)cc1OC (configuration not stated)	?	·
O=C(NC(=S)N1CCN(c2ccc(F)cc2)CC1)c1cccs1	1%	1
Cc1cc(NC(=O)CSc2nnc3c4c(C)c(C)sc4ncn23)no1	?	·
N#Cc1cccc(C#N)c1Oc1ccc(S(=O)(=O)Nc2ccccc2)cc1	1%	-8
Cc1cc(C)n(CCCNC(=O)CCNS(=O)(=O)c2ccccc2C(F)(F)F)n1	?	·
O=C(c1cc(-c2ccc(Br)cc2)on1)N1CCOCC1	?	·
CC[C@@]12C(=O)N(c3cccc(F)c3)C(=O)N1[C@H](c1ccc(Br)cc1)[C@@H]1C(=O)N(C(C)(C)C)C(=O)[C@@H]12	?	·
c1ccc(COc2ccc(OCCCNC3CCCC3)cc2)cc1	?	·
NC(=O)C1CCN(Cc2ccc(OCc3ccccc3)cc2)CC1	?	·
O=C(Cn1nc(Cc2cccnc2)c2ccccc2c1=O)Nc1ccccc1F	11%	5
COc1ccc(-c2cc(=O)oc3cc(OCC(=O)Nc4ccc(CCO)cc4)ccc23)cc1	?	·
Cc1cccc(NC(=O)Cn2cnc3c(oc4ccccc43)c2=O)c1C	?	·
Brc1ccc(OCc2nc(-c3ccccn3)n[nH]2)cc1	?	·
Cc1[nH]nc(-c2ccc(O)cc2O)c1Oc1ccccc1	?	·
O=C(Cc1ccc([N+](=O)[O-])cc1)NC1CCCCCC1	-23%	3
CCOC(=O)c1sc(NC(=O)COC(=O)c2ccco2)nc1C	?	·
CCOC(=O)CC1C(=O)NCCN1S(=O)(=O)c1ccc(Br)cc1 (configuration not stated)	-17%	2
Cc1ccc(NS(=O)(=O)c2ccc3c(c2)NC(=O)CCS3)cc1F	?	·
CCCn1c(OC)nc2c1c(=O)n(C)c(=O)n2C	?	·
Cc1ccnc(NC(=O)c2ccccc2NC(=O)C(C)(C)C)c1	-3%	-29
N/C(Cc1cccc2ccccc12)=N\OC(=O)COc1ccccc1	?	·
COC(=O)c1ccc(NC(=O)CN2CCN(S(=O)(=O)c3cc(Cl)ccc3OC)CC2)cc1	i	·
O=c1[nH]cnc2c1oc1ccccc12	?	·
CN(CCOCCOc1ccc(Cl)cc1Br)Cc1ccccc1	4%	-2
COc1ccc(Cl)cc1NC(=O)CN(C)C(=O)c1cc2c(F)cccc2s1	?	·
COc1ccc(OC)c(NC(=O)CN2C(=O)c3ccccc3S2(=O)=O)c1	?	·
COC(=O)C(NC(=O)c1ccccc1)=C1CCCCC1	-1%	1
CCOC(=O)C1=C(CS(=O)(=O)c2ccc(F)c(C)c2)NC(=O)NC1c1ccc(O)c(O)c1 (configuration not stated)	i	·
O=S(=O)(/C=C/c1ccccc1)Oc1ccccc1	?	·
COc1ccc(NC(=O)c2sc(=S)[nH]c2N)cc1	8%	5
CCOC(=O)c1cc2ccc3ccccc3c2oc1=O	i	17
CCN(CC)CCCN=Cc1c(O)n(-c2ccc(C)cc2)c(=O)c2ccccc12	?	·
COCCN1CCn2c(nc3cc(NC(=O)c4ccc(OC)cc4)ccc32)C1	?	·
Cc1ccccc1C(C(=O)NC1CCCC1)N(C(=O)Cc1cccs1)c1ccc2c(c1)OCCO2 (configuration not stated)	-12%	-1
CCCCS(=O)(=O)C1CCS(=O)(=O)C1 (configuration not stated)	1%	3
CCc1ccc(NC(=O)C2=CC=CN3CCS(=O)(=O)N=C23)cc1	?	·
Cc1ccc(CN2C(=O)CCC2C(=O)NC2CCCC2)cc1 (configuration not stated)	?	·
COc1ccc(C2C(C#N)=C(N)N3C(=C2C#N)Sc2ccccc23)cc1 (configuration not stated)	?	·
COc1ccc(NC(=O)CC2C(=O)N(Cc3ccco3)C(=S)N2C(C)C)cc1 (configuration not stated)	?	·
C/C(=N\NC(=O)Nc1ccccc1)c1ccccc1	15%	5
O=C(CCNS(=O)(=O)c1ccc(Br)cc1)N1CCN(c2ccccc2O)CC1	?	·
O=C(NCC1CCCO1)c1cc(S(=O)(=O)N2CCOCC2)c(Cl)cc1Cl (configuration not stated)	-7%	-10
CCCC12CN3CC(C)(CN(C1)C3c1ccc([N+](=O)[O-])o1)C2=O (configuration not stated)	i	·
CSCCC(=O)Nc1cc(S(=O)(=O)N2CCOCC2)ccc1N1CCN(C)CC1	?	·
CCN(C(=O)CSc1nnc(-c2ccncc2)n1-c1ccccc1)C1CCS(=O)(=O)C1 (configuration not stated)	?	·
COc1ccc(CCNC(=O)C2CC(=O)N(C3CCCCCCC3)C2)cc1OC (configuration not stated)	?	·
COc1cccc(C(=O)Nc2cccc3ccccc23)c1	i	10
The results go on:
SMILES	Lipid storage S3	Lipid storage S3 cell count max
Cc1noc(NS(=O)(=O)c2ccc(N/C=C\C(=O)c3ccc(Br)cc3)cc2)c1C	21%	-7
Nc1nc2c(ncn2COCCO)c(=O)[nH]1	?	·
COC(=O)c1ccc2c(=O)n(CC3CCCO3)c(SCC(=O)NCCc3ccc(S(N)(=O)=O)cc3)nc2c1 (configuration not stated)	5%	-1
C=CCNC(=O)C1CCN(c2ccc(S(=O)(=O)N3CCOCC3)cc2Cl)CC1	?	·
Cc1cc(C)cc(N(CC(=O)NCc2ccco2)S(=O)(=O)c2ccccc2)c1	20%	11
CCOC(=O)C1CCN(c2cc3c(cc2NC(=O)c2ccccc2F)n(C)c(=O)n3C)CC1	?	·
O=C(COc1coc(CN2CCN(c3cccc(Cl)c3)CC2)cc1=O)NC1CCCC1	?	·
NC(=O)CSc1n[nH]c(=O)n1CCc1ccccc1	?	·
CC(C)CCNC(=S)Nc1ccccn1	18%	·
CC(C)(C)c1ccc(-n2ncc3c2CCCC3NC(=O)CCN2CCCCC2=O)cc1 (configuration not stated)	?	·
CC(=O)N(NC(=O)c1ccccc1Cl)C1CC(=O)N(c2ccc(C)cc2)C1=O (configuration not stated)	-7%	-10
CCCn1c(N)c(N2CCCCC2)c(=O)n(CC(=O)Nc2ccccc2C)c1=O	?	·
O=C(COC(=O)COc1ccccc1)Nc1ccc(OC(F)(F)F)cc1	7%	·
CC(=O)Nc1cc(S(=O)(=O)Nc2ccccc2)c(C)cc1C	0%	5
CCOC1=C/C(=C/c2c(N)n3nc(CC(=O)N4CCCCC4)sc3nc2=O)C=CC1=O	?	·
CC(C)CC(=O)N1CCN(C(=O)c2cccc(F)c2)CC1	?	·
CC(NC(=O)COC(=O)CNC(=O)C1CCCCC1)c1ccccc1 (configuration not stated)	?	·
CC1CCN(CCNC(=O)C2CCN(S(=O)(=O)c3cccc4nsnc34)CC2)CC1	?	·
COc1cccc(NS(=O)(=O)c2ccc(-n3cccn3)cc2)c1	0.052µM*	-7.1*
O=C(CSCCc1ccccn1)Nc1ccc(Br)cn1	4%	5

Rewritten bar-delimited: part of the list above.
SMILES | Lipid storage S3 | Lipid storage S3 cell count max
O=C(COC(=O)COc1ccccc1)Nc1ccc(OC(F)(F)F)cc1 | 7% | ·
CC(=O)Nc1cc(S(=O)(=O)Nc2ccccc2)c(C)cc1C | 0% | 5
CCOC1=C/C(=C/c2c(N)n3nc(CC(=O)N4CCCCC4)sc3nc2=O)C=CC1=O | ? | ·
CC(C)CC(=O)N1CCN(C(=O)c2cccc(F)c2)CC1 | ? | ·
CC(NC(=O)COC(=O)CNC(=O)C1CCCCC1)c1ccccc1 (configuration not stated) | ? | ·
CC1CCN(CCNC(=O)C2CCN(S(=O)(=O)c3cccc4nsnc34)CC2)CC1 | ? | ·

Next entries follow:
SMILES	Lipid storage S3	Lipid storage S3 cell count max
COc1ccc(NC(=O)C2=CC(c3cccs3)=NS(=O)(=O)N2C)cc1	?	·
Cc1ccc(NC(=O)c2oc3ccccc3c2NC(=O)c2ccc3c(c2)OCO3)cc1	-17%	·
COc1cccc(NC(=O)COc2cc(O)c3c(c2)OC(C)(C)CC3=O)c1	?	·
O=C(O)c1ccccc1C(=O)NNc1ccc(F)cc1	?	·
CS(=O)(=O)N(CC(=O)N1CCOCC1)c1cc(Cl)ccc1Cl	5%	-24
CNC(=S)N(CCc1c(C)[nH]c2ccc(C)cc12)Cc1ccc(OC)c(OC)c1	?	·
Cc1ccc(C)c(OCCC(=O)OCC(=O)NC2CCS(=O)(=O)C2)c1 (configuration not stated)	?	·
CCc1noc(C)c1C(=O)N1CCN(S(=O)(=O)c2ccccc2C(F)(F)F)CC1	?	·
COc1cc(OC)cc(-c2nc(-c3ccc(Br)cc3)no2)c1	?	·
CCc1ccccc1NC(=O)NCCN1CCCCC1	?	·

The final 5 compounds of the part above come first, to join the parts:
SMILES	Lipid storage S3	Lipid storage S3 cell count max
CNC(=S)N(CCc1c(C)[nH]c2ccc(C)cc12)Cc1ccc(OC)c(OC)c1	?	·
Cc1ccc(C)c(OCCC(=O)OCC(=O)NC2CCS(=O)(=O)C2)c1 (configuration not stated)	?	·
CCc1noc(C)c1C(=O)N1CCN(S(=O)(=O)c2ccccc2C(F)(F)F)CC1	?	·
COc1cc(OC)cc(-c2nc(-c3ccc(Br)cc3)no2)c1	?	·
CCc1ccccc1NC(=O)NCCN1CCCCC1	?	·
CCCSCC(=O)Nc1ncc2c(n1)-c1ccccc1CC2	?	·
CCOc1ccc([C@@H]2CC=C(C(=O)O)CN2S(=O)(=O)c2ccc(C)cc2)cc1	?	·
CC(C)C(=O)Nc1ccc(NC(=O)c2ccc(COc3ccccc3)cc2)cc1	?	·
CC(=O)/C(N=Nc1ccc2c(c1)OCCO2)=C(\C)O	6%	21
CCCSc1nc(C)c(-c2csc(C(C#N)=C3CCCC3)n2)cc1C#N	-12%	-9
C/C(=N/N1CCN(Cc2cccc3ccccc23)CC1)c1ccco1	-5%	-4
Cc1c(Cl)cccc1-n1nnnc1-c1cccs1	?	·
Cc1ccccc1COc1ccc(-c2nn[nH]n2)cc1	i	17
CC(=O)c1ccc(NC(=O)c2cc(Cl)sc2Cl)cc1	?	·
COc1ccc(/C=N/N2CCOCC2)cc1COc1ccc(F)cc1	7%	22
CCCCCCCc1c(O)nc(SCC(=O)O)[nH]c1=O	5%	10
CCCCN(CC)Cc1ccc(CNC(=O)Nc2ccc(F)cc2)o1	i	·
CCOc1ccc(NC(=O)CCC(=O)c2ccc(OC)cc2)cc1	?	·
O=C(NCCc1cccc(Cl)c1)c1cccc([N+](=O)[O-])c1	12%	3
Cc1cc(C(=O)CSc2cccc[n+]2[O-])c(C)n1-c1ccccc1	?	·
CCCCCCOc1ccc(N2C(=O)CC(SCCN)C2=O)cc1 (configuration not stated)	?	·
Cc1cccc(OCC(=O)N=Nc2c(O)[nH]c3ccc([N+](=O)[O-])cc23)c1	-7%	-1
O=C(NCCO[N+](=O)[O-])c1cccnc1	-6%	-11
O=C(C1CCCCC1)N1CCC(CO)(Cc2ccccc2Cl)CC1	-14%	4
CCC(C)Sc1nnc(CNC(=O)C23CC4CC(CC(C4)C2)C3)n1C1CCCCC1 (configuration not stated)	?	·
CCOC(=O)Cn1nc(NC(=O)c2ccc3c(c2)OCO3)cc1C	?	·
O=C(COC(=O)/C=C/C(=O)N1CCN(c2ccccc2)CC1)NCc1ccc(F)cc1	?	·
c1ccc(Cc2noc(CN3CCCN(C4Cc5ccccc5C4)CC3)n2)cc1	?	·
Cc1ccc2nc(-c3ccccn3)cc(C(=O)N3CCN(c4ncccn4)CC3)c2c1	?	·
COc1ccc(OCCOC(=O)CNC(=O)c2cccc(C)c2)cc1	16%	17
Cc1ccnc(NC(=O)c2ccc(NC(=O)CC3SC(N4CCCC4)=NC3=O)cc2)c1 (configuration not stated)	17%	·
CCOc1ccc(NC(=O)CN(C)C(=O)C2CCN(C(=O)c3ccc(Cl)cc3)CC2)cc1OCC	12%	5
CC(C(=O)NC(=O)NC1CCCCC1)N1CCN(c2ccccn2)CC1 (configuration not stated)	?	·
Cc1cc(=O)oc2cc(OC(C)C(=O)N3CCCc4ccccc43)ccc12 (configuration not stated)	?	·
Cc1ccnc(Nc2nc(-c3ccccc3)cs2)c1	?	·
Cc1cc(C(=O)c2ccccc2)nc2ccccc12	?	·
CCOc1cccc(C(=O)Nc2cccc(NC(=O)c3ccco3)c2)c1	0%	-5
COc1ccc(Cc2nc3ccccc3n2CC(=O)N/N=C/c2ccc(O)cc2)cc1OC	-2%	-3
O=C(C1CCCN(Cc2ccccc2F)C1)N1CCCC1 (configuration not stated)	?	·
Cc1ccnc(N2C(=O)c3ccccc3C2Nc2ccc3c(c2)OCCO3)c1 (configuration not stated)	?	·
CC(=O)Nc1cc(NC(C)=O)cc(C(=O)OCC(=O)c2ccc3c(c2)NC(=O)CO3)c1	?	·
CSc1nc(C)cc(NC(N)=O)n1	20%	4
O=C(Nc1cc(Cl)ccc1Oc1ccccc1)c1cnccn1	?	·
Cc1csc(NC(=O)c2ccc(=O)[nH]c2)n1	0%	15
Cc1c(Cc2ccccc2)c(=O)oc2c(C)c(OCC(=O)N[C@@H](Cc3ccccc3)C(=O)O)ccc12	?	·
COC(=O)C1=CN(CCCN2CCCC2=O)C=C(C(=O)OC)C1c1ccccc1C(F)(F)F	?	·
COc1ccc(C(=O)Nc2ccc(N3CCOCC3)cc2)cc1OC	6%	0
O=C(NC(=S)NNC(=O)c1ccccc1O)c1ccc([N+](=O)[O-])cc1	-16%	-11
Cc1nc2nc(C)c(CCC(=O)O)c(C)n2n1	?	·
CC1(C)CC(=O)C=C(NCCc2c[nH]c3ccccc23)C1	?	·

These rows are one share of the data; count on the stated rates, not on these rows.
